POLI inh: qHTS for Inhibitors of Polymerase Iota; Potency, µM (top dose mostly 115 µM), for inactives: at the highest dose activity, negative = inhibition, actives largely listed as inhibitors; actives 1% (n = 390,000); Pol iota fluorescent replication assay, 10 min; AID 588590, 2011
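Fluorescent replication assay read twice, at 0 min and 10 min after adding 50 nM (final) substrate. Enzyme (10 nM) and compounds were first incubated 15 min at room temperature; enzyme-free buffer wells were negative controls.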
Anesthetic bind: qHTS Assay for Identification of Novel General Anesthetics; apoferritin/1-aminoanthracene competitive binding, fluorescence; actives 0.074% (n = 350,000); Ferritin light chain (Equus caballus), P02791; Potency, µM (doses to about 77.5 µM), without a hit: top-dose activity change, negative = displacement, hits mostly inhibitors; further: on the % scale 0 is the no-effect control and ±100 the full control effect; nearly all actives have a fitted effect of over 20% in size
Target sequence (P02791 2-175 limits assumed): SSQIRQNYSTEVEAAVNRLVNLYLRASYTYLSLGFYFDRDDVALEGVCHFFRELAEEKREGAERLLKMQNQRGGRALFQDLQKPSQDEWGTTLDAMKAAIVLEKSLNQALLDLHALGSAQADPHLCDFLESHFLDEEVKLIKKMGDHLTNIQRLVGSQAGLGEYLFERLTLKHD
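Steps: apoferritin (10 uM) was premixed with half-saturated 1-AMA in PBS, compounds were pin-transferred, plates stood 10 min at room temperature, fluorescence was read at 380/535 nm, and curves were fitted with a Hill equation.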
APEX1 inh: qHTS Assay for Inhibitors of the Human Apurinic/apyrimidinic Endonuclease 1 (APE1); AID 2517, 2012; actives 0.35% (n = 350,000); recombinant APE1, TAMRA/BHQ-2 abasic DNA cleavage fluorescence; Potency, µM (top dose mostly 65.8 µM), for the others: top-dose activity change, negative = inhibition, hits mostly inhibitors; DNA repair nuclease/redox regulator APEX1 (Homo sapiens), P27695;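 further: plate controls were vehicle for no effect and reference inhibitor for full effect; nearly all actives have a fitted effect of over 55% in size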
Target sequence (P27695 whole entry, looked up): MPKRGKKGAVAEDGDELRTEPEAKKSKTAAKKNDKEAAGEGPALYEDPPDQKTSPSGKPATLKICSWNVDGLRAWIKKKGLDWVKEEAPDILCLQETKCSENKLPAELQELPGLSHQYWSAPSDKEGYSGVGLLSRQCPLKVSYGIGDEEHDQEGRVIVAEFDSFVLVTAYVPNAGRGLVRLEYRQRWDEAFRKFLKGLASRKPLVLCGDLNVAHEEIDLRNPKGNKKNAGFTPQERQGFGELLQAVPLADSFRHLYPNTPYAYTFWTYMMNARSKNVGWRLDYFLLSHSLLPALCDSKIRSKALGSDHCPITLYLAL
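APE1 at 0.75 nM preincubated 15 min at room temperature with compound. Reaction then started with 50 nM double-stranded THF-abasic substrate labelled with TAMRA/BHQ-2, and 525/598 nm fluorescence read kinetically. Activity taken as third-minus-first read difference, normalized to DMSO and NSC13755 controls.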
G9a block: qHTS Assay for Inhibitors of Histone Lysine Methyltransferase G9a; G9a H3K9 monomethylation, AlphaScreen, 2 h; Potency, µM (top dose mostly 102 µM), inactives show at the top dose activity, negative = inhibition, actives largely listed as inhibitors; actives 8.8% (n = 350,000); Histone-lysine N-methyltransferase EHMT2 (Homo sapiens), Q96KQ7; further: on the % scale 0 is the no-effect control and ±100 the full control effect; nearly all actives have a fitted effect of over 75% in size
Target sequence (Q96KQ7 913-1193 limits assumed): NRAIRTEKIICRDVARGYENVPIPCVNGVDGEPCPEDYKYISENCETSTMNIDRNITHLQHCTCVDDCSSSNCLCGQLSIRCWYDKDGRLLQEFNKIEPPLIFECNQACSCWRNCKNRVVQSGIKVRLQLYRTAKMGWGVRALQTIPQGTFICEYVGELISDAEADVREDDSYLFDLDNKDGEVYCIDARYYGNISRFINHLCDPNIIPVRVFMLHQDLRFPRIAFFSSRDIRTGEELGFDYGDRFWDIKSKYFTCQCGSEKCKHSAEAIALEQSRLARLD
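AlphaScreen read-out: biotin-H3K9 peptide (500 nM) methylation by 20 nM enzyme with 20 uM SAM, 2 h at room temperature after 15 min compound preincubation; anti-monomethyl H3K9 antibody plus donor/acceptor beads, 10 min dark.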
BAZ2B block: qHTS Assay for Inhibitors of BAZ2B | Bromodomain adjacent to zinc finger domain protein 2B (Homo sapiens), Q9UIF8 | AlphaScreen BAZ2B-H3K14Ac peptide displacement | Potency, µM (titrated, usually from 114 µM), inactives show at the highest dose activity change, negative = inhibition, hits mostly inhibitors | actives 4.4% (n = 360,000) | AID 504333, 2011; further: on the % scale 0 is the no-effect control and ±100 the full control effect; nearly all actives have a fitted effect of over 60% in size
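AlphaScreen displacement of biotin-H3(5-23)K14Ac peptide (50 nM final) from BAZ2B (50 nM final) in PBS pH 7.4, 0.01% Tween-20; complex preformed 30 min RT, then compounds (top 110 uM) 30 min RT, beads 20 min dark.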
POLB inh: qHTS Assay for Inhibitors of DNA Polymerase Beta. actives 1.3% (n = 340,000). AID 485314, 2010. Pol beta primer extension/strand displacement, fluorescence kinetic. P06746. Potency, µM (top dose mostly 114 µM), inactives show at the top dose activity change, negative = inhibition, hits mostly inhibitors; further: on the % scale 0 is the no-effect control and ±100 the full control effect
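Pol beta (10 nM) was preincubated with compound for 15 min at room temperature. The reaction was then started with 50 nM substrate and read immediately and after a further 10 min at room temperature.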
Pol kappa inh: qHTS for Inhibitors of Polymerase Kappa; DNA polymerase kappa (Homo sapiens), Q9UBT6; purified Pol kappa, fluorescent DNA synthesis assay, 10 min; Potency, µM (titrated, usually from 107 µM), for inactives: at the highest dose activity, negative = inhibition, actives largely listed as inhibitors; actives 0.53% (n = 400,000); AID 588579, 2011; further: on the % scale 0 is the no-effect control and ±100 the full control effect
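50 nM final substrate added after 15 min RT preincubation of 10 nM Pol kappa with compound; fluorescence read at 0 and 10 min.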
BLM helicase inh: qHTS Assay for Inhibitors of Bloom's syndrome helicase (BLM); RecQ-like DNA helicase BLM (Homo sapiens), P54132; recombinant BLM DNA unwinding, fluorescence dequenching; Potency, µM (top dose mostly 56.1 µM), for inactives: at the top dose activity change, negative = inhibition, most hits filed as inhibitors; actives 0.2% (n = 350,000); AID 2528, 2010;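 further: plate controls were vehicle for no effect and no enzyme for full effect; nearly all actives have a fitted effect of over 35% in size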
POLH inh: qHTS for Inhibitors of Polymerase Eta; recombinant Pol eta, fluorescent DNA replication assay; Potency, µM (series often up to 114 µM), for the others: at the highest dose activity change, negative = inhibition, most hits filed as inhibitors; actives 1.2% (n = 390,000); AID 588591, 2011; further: on the % scale 0 is the no-effect control and ±100 the full control effect
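Pol eta (10 nM) was preincubated with compounds for 15 min at room temperature, after which fluorescent replication substrate (50 nM final) was added to start the reaction. Fluorescence was read kinetically at 0 and 10 min.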
The depositor's hits bear a star; ? = inconclusive; · = no result given; & = joins results of further samples; [ ] = remark or other dose. The call rests on the fitted dose curve; in most records, active means well fitted curve in the direction sought with a large enough effect; inconclusive means small, poorly fitted or top-dose-only effect, or another doubt; inactive means no such curve, though single readings can be large; an effect the other way counts as inactive or inconclusive. Potency means the concentration at half of the fitted maximal effect.

No.	SMILES	POLI inh	Anesthetic bind	APEX1 inh	G9a block	BAZ2B block
1	C/C=C/C(=O)OCc1csc(CC(=O)Nc2ccccc2C)n1	41%[activator]	0%	-5%	·	-1%
2	O=C(c1cccc([N+](=O)[O-])c1)N1CCN(Cc2ccc3c(c2)OCO3)CC1	86%[activator]	-5%	-3%	·	-23%
3	Cc1noc(C)c1C(=O)NCCc1ccc(Cl)cc1	-4%	5%	1%	-32%[59 µM]	-3%
4	COc1ccccc1NC1=C(C)C(=O)CC1	-12%	-11%	3%	25%[12.7 µM]	-1%
5	CCOC(=O)N1CCN(C(=O)c2cc3n(n2)C(C(F)(F)F)CC(c2ccc4c(c2)OCO4)N3)CC1 (stereo unspecified)	24%	-6%	8%	76%[activator]	5%
6	O=C(NCCC1=CCCCC1)C(=O)NCC1OCCCN1S(=O)(=O)c1ccc(F)cc1 (stereo unspecified)	44%[activator]	?	-5%	9%	-21%
7	COc1ccccc1C(=O)Oc1c(Sc2ccccc2)c(C)nn1-c1ccccc1	-1%	4%	·	-28%[59 µM]	26%
8	Cc1ccc(Oc2c(CO)c(-c3ccccc3)nn2C)cc1	0%	-10%	-7%	2%	-4%
9	CCCCCCCCCCCCCCCC(=O)OCC(O)C1OC(=O)C(O)=C1O (stereo unspecified)	·	?	·	?	·
10	O=C(CCn1cccc1)NCc1ccc2c(c1)OCO2	?	-5%	?	?	50µM*

No.	POLB inh	Pol kappa inh	BLM helicase inh	POLH inh
1	6%	-2%	-3%	-4%
2	-4%	1%	3%	-20%
3	0%	0%	1%	-12%
4	-11%	-1%	-1%	-11%
5	?	-9%	-7%	-18%
6	-25%	-9%	-6%	-7%
7	-4%	-6%	-6%	-18%
8	13%	?	-3%	-7%
9	·	14µM*	?	·
10	50µM*	?	-13%	?

Additional entries:
No.	SMILES	POLI inh	Anesthetic bind	APEX1 inh	G9a block	BAZ2B block
11	CCc1nnc(NS(=O)(=O)c2ccc(NC(=O)c3cccc([N+](=O)[O-])c3)cc2)s1	5%	-6%	55%[activator]	0%[59 µM]	-3%
12	CN(C)S(=O)(=O)c1ccc(N2CCCC2)c(C(=O)NNC(=O)COc2ccccc2F)c1	22%	·	17%	-4%	9%
13	O=[n+]1cc(-c2ccccc2)n([O-])c2c1CCCCC2	3%	-6%	4%	-3%[59 µM]	-1%
14	COc1ccc(Cl)cc1NC(=O)Cn1cnc2c1c(=O)n(C)c(=O)n2C	31%[activator]	0%	·	-3%[59 µM]	0%
15	CN1CCN(C(=O)c2cc(-c3cccc(Cl)c3)on2)CC1	20%	-15%	-2%	4%	-3%
16	CCN(C[C@H]1N[C@@](CC)(C(=O)OC)[C@H]2C(=O)N(C)C(=O)[C@@H]12)C(=O)COc1ccccc1	?	·	30%	·	·
17	CCOc1cc(CNCCSc2nnnn2-c2ccccc2)cc(Cl)c1OC	-2%	66%[activator]	·	-1%[59 µM]	21%
18	Cc1nn(-c2ccccc2)c2nc(-c3ccccc3)cc(C(=O)N3CCOCC3)c12	58%[activator]	-9%	-7%	28%	·
19	O=C(CN(Cc1ccc(Cl)cc1)C(=O)CNS(=O)(=O)c1ccc(F)cc1)NCC1CCCO1 (stereo unspecified)	21%	-2%	46%[activator]	7%	-4%
20	CCn1c(C)cc(/C=C2/NC(=O)N(c3ccccc3)C2=O)c1C	43%[activator]	-15%	16%	·	?

No.	POLB inh	Pol kappa inh	BLM helicase inh	POLH inh
11	11%	6%	-1%	-7%
12	·	-12%	·	-22%
13	3%	-2%	-13%	-11%
14	-28%	-1%[60.1 µM]	3%	-16%
15	39%	-9%	1%	-3%
16	·	-33%	·	-5%
17	1%	-16%	-6%	-23%
18	2%	-2%	-8%	-20%
19	-1%	4%	-3%	-21%
20	32%	-9%	-4%	8%

Additional compounds follow:
No.	SMILES	POLI inh	Anesthetic bind	APEX1 inh	G9a block	BAZ2B block
21	Cc1ccc(CCNC(=O)Cc2ccc(NC3=NC4CS(=O)(=O)CC4S3)cc2)cc1 (stereo unspecified)	9%	-13%	28%	13%	12%
22	CCOC(=O)c1c(C)[nH]c(C(=O)C(C)Cl)c1C (stereo unspecified)	28%	-11%	1%	-47%	-32%
23	Cc1cc2c(c(=O)n1C)C(C(C)C)C(C#N)=C(N)O2 (stereo unspecified)	2%	-7%	-6%	23%[59 µM]	-3%
24	Cc1oc(-c2ccccc2Cl)nc1CS(=O)CC(=O)NCc1ccccc1Cl (stereo unspecified)	3%&20%	?	-5%	-6%	?
25	CCOC(=O)c1cnn(-c2ccc(OC)cc2)c1C1CCN(C(=O)OC(C)(C)C)CC1	19%	-14%	·	-2%[59 µM]	·
26	c1ccc(C2=NNC(c3ccccn3)=NN2)nc1	-7%	-5%	-16%	32µM*	2.8µM*
27	CCOC(=O)N/N=C/c1cn(Cc2ccccc2Cl)c2ccccc12	15%	-5%	-10%	2%[59 µM]	-4%
28	Cc1cccc(C(=O)OCC(=O)N(C)CC(=O)Nc2ccc(Cl)c(C(F)(F)F)c2)c1	31%	·	-6%	-6%[2.33 µM]	4%
29	CCC(=O)Oc1ccc2c(C)cc(=O)oc2c1C	?	18%	-3%	15%[12.7 µM]	-1%
30	O=C(Nc1ccc2ccccc2c1)[C@@H]1C[C@H]1[C@@H](NP(=O)(c1ccccc1)c1ccccc1)c1ccccc1	-1%	-9%&3%	?	50µM*	-33%

No.	POLB inh	Pol kappa inh	BLM helicase inh	POLH inh
21	-10%	-12%	0%	-2%
22	2%	1%	-8%	-12%
23	16%	-6%	1%	-17%
24	?	-16%&-15%	-1%&-2%	2%&-16%
25	-1%	1%	-6%	-22%
26	21%	6%	-3%	0%
27	10%	-4%	-3%	-18%
28	·	-11%	·	-30%
29	-7%	0%	-2%	?
30	34%	-1%	-7%&-9%	-13%

Pol kappa inh: hit marks shown above
nr | Compound | POLI inh | Anesthetic bind | G9a block | BAZ2B block | POLB inh | Pol kappa inh | BLM helicase inh | POLH inh
9 | CCCCCCCCCCCCCCCC(=O)OCC(O)C1OC(=O)C(O)=C1O (stereo unspecified) | · | ? | ? | · | · | 14µM* | ? | ·

Other structures follow.
No.	SMILES	POLI inh	Anesthetic bind	APEX1 inh	G9a block	BAZ2B block
31	Cc1ccc2cc(CN(c3ccccc3C)S(=O)(=O)c3ccccc3)c(=O)[nH]c2c1	11%	-15%	14%	-5%	-11%[57.1 µM]
32	COc1ccccc1/C=N/NC(=O)c1ccc(N(C)S(=O)(=O)c2ccccc2)cc1	-21%	?	?	-31%	4%
33	CC(C)[C@H](NC(=O)OC(C)(C)C)c1nnc(SCc2cccc(F)c2)o1	25%	-7%	12%	23%[12.7 µM]	-4%
34	O=C(O)c1cc(=O)[nH]c(=O)[nH]1	·	·	-1%	12%[59 µM]	·
35	O=C(CN1C(=O)/C(=C/c2ccco2)SC1=S)Nc1ccc(O)c(C(=O)O)c1	-41%	-21%	-28%	25µM*	45µM*
36	CCOC(=O)CCSc1nc(N2CCOCC2)c2c(c1C#N)CC(C)(C)OC2	36%[activator]	-4%	0%	35µM*	8%
37	Cc1ccc(NC(=O)Cn2cnc3cc([N+](=O)[O-])ccc3c2=O)cc1	54%[activator]	-2%	-3%	8%	-5%
38	CN(CCc1ccccn1)C(=O)CN(C)S(=O)(=O)c1ccc2c(c1)c(=O)n(C)c(=O)n2C	1%	5%	1%	12%[59 µM]	6%
39	CCN1CCN(c2ccc(NC(=O)c3cccc(OCc4ccccc4)c3)cc2)CC1	6%	?	-3%	?	-35%
40	O=C(CCCCl)Oc1ccc2cc(-c3ccc4ccccc4n3)c(=O)oc2c1	22%	70%[activator]	-6%	8%[59 µM]	-3%
41	O=C(C1CC(=O)N(C2CCCC2)C1)N1CCN(c2cccc(Cl)c2)CC1 (stereo unspecified)	2%	-8%	9%	2%	-14%
42	CC1SCC(=NOCc2ccccc2)CS1 (stereo unspecified)	2%	-10%	-3%	31%	-5%

No.	POLB inh	Pol kappa inh	BLM helicase inh	POLH inh
31	-1%	-16%	-3%	-5%
32	-19%	-5%	-4%	-3%
33	8%	-24%	-6%	-11%
34	·	-4%[60.1 µM]	5%	·
35	10µM*	?	-8%	?
36	-13%	7%	-1%	-9%
37	-29%	-12%	-6%	1%
38	1%	-11%	0%	-2%
39	-14%	-9%	1%	-3%
40	14%	-11%	3%	6%
41	6%	-7%	-7%	-7%
42	-2%	2%	-4%	-12%

From no. 31 as far as 32, as listed above:
No.	SMILES	POLI inh	Anesthetic bind	APEX1 inh	G9a block	BAZ2B block
31	Cc1ccc2cc(CN(c3ccccc3C)S(=O)(=O)c3ccccc3)c(=O)[nH]c2c1	11%	-15%	14%	-5%	-11%[57.1 µM]
32	COc1ccccc1/C=N/NC(=O)c1ccc(N(C)S(=O)(=O)c2ccccc2)cc1	-21%	?	?	-31%	4%

No.	POLB inh	Pol kappa inh	BLM helicase inh	POLH inh
31	-1%	-16%	-3%	-5%
32	-19%	-5%	-4%	-3%

Single records (already shown). Order of values: POLI inh | Anesthetic bind | APEX1 inh | G9a block | BAZ2B block | POLB inh | Pol kappa inh | BLM helicase inh | POLH inh
`CN(CCc1ccccn1)C(=O)CN(C)S(=O)(=O)c1ccc2c(c1)c(=O)n(C)c(=O)n2C` as listed: 1% | 5% | 1% | 12%[59 µM] | 6% | 1% | -11% | 0% | -2%
`Cc1ccc(NC(=O)Cn2cnc3cc([N+](=O)[O-])ccc3c2=O)cc1` as listed: 54%[activator] | -2% | -3% | 8% | -5% | -29% | -12% | -6% | 1%

Quoted from the listing.
compound 35 | BLM helicase inh = -8%
compound 36 | POLH inh = -9%
compound 19 | APEX1 inh = 46%[activator]

Assay outcomes from PubChem BioAssay.

Only part of the results is shown (hit frequency here may not be typical).
